# LmPK inh: inhibitors of Leishmania mexicana pyruvate kinase; Q27686; purified LmPK, Kinase-Glo ATP luminescence, 1 h; 0.37% of 290,000 active; Potency, µM (series often up to 57.5 µM), for inactives: at the top dose activity change, negative = inhibition, actives largely listed as inhibitors; further: potency means the concentration at half of the fitted maximal effect
# Target sequence (Q27686 whole entry, looked up): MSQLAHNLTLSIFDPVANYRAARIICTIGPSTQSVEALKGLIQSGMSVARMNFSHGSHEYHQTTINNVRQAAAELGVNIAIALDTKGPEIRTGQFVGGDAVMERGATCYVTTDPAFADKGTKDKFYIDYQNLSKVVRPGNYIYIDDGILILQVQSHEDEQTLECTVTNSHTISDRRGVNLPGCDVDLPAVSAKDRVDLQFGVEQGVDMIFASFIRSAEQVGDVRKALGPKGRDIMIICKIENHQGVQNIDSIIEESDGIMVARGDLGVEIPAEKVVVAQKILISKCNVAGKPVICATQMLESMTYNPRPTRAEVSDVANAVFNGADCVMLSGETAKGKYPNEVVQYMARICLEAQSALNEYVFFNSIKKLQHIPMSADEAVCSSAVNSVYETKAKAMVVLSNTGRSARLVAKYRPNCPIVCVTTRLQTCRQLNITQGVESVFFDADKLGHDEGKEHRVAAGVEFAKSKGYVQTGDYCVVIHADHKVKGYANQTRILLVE
#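 Purified LmPK (0.1 nM) converted ADP (0.1 mM) to ATP with PEP (0.5 mM) in imidazole buffer pH 7.2 with KCl and MgCl2, 1 h at room temperature. ATP was read by Kinase-Glo luminescence; data normalized to uninhibited and no-enzyme controls.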
# AmpC inh no detg: blocks E. coli AmpC beta-lactamase in detergent-free assay. P00811. AmpC nitrocefin hydrolysis, absorbance 480 nm, 0.0001% Triton. Potency, µM (doses to about 57.1 µM), inactives show at the top dose activity change, negative = inhibition, usual class: inhibitors. 0.52% of 330,000 active. AID 485341;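 further: potency means the concentration at half of the fitted maximal effect; plate controls were no compound for no effect and no enzyme for full effect; nearly all actives have a fitted effect of over 20% in size; some results filed as inactive show a strong effect at the top dose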
# Target sequence (P00811 whole entry, looked up): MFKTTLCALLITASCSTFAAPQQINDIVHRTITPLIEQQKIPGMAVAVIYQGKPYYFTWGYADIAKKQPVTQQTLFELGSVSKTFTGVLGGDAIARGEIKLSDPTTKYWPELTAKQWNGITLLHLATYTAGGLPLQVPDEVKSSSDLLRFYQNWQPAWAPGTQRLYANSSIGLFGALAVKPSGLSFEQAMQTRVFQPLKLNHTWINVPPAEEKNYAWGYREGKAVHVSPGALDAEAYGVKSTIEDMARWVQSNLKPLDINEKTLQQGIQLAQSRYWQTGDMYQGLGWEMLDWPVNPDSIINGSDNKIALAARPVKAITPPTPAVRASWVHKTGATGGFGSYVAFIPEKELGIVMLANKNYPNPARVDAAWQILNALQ
#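 20 mM phosphate pH 7.0 + 0.01% (detergent screen) or 0.0001% Triton X-100; 5.3 nM AmpC reagent; cpd preinc 15 min RT; nitrocefin (800 uM stock) to start; A480 q20 s × 4 min; Activity was normalised to no-enzyme and no-compound control wells.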
# HCV inhibitor: blocks hepatitis C virus | Huh7.5.1 HCVcc-Cre infection, luciferase reporter, 44 h | Potency, µM (highest dose often 41.8 µM), without a hit: top-dose activity change, negative = inhibition, usual class: inhibitors | 3.4% of 340,000 active | AID 651820; further: potency means the concentration at half of the fitted maximal effect
#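 Infectious HCVcc-Cre (~0.5 moi) was added to cells just after compound, with cells seeded 4 h earlier at 1,000 per well. Luciferase activity after 44 h culture reported infection; substrate was incubated 15 min at room temperature before reading.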
# AMA1 RON2 block: disrupts binding of P. falciparum AMA1 to RON2. AlphaScreen AMA1-biotinylated RON2 peptide binding. Potency, µM (doses to about 58.2 µM), without a hit: at the highest dose activity change, negative = inhibition, most hits filed as inhibitors. 0.2% of 360,000 active;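 further: potency means the concentration at half of the fitted maximal effect; 0% = vehicle wells and -100% = peptide control; nearly all actives have a fitted effect of over 45% in size; some results filed as inactive show a strong effect at the top dose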
#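 AMA1 (3D7) with his tag at 25 nM final met compounds first, then biotinylated RON2 peptide at 25 nM; detection used donor plus acceptor beads, 10 µg/mL apiece, read by AlphaScreen after 30 min at room temperature.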
# TbPYK inhibitor: blocks Trypanosoma brucei pyruvate kinase | 0.12% of 410,000 active | AID 624173 | TbPYK enzyme, Kinase-Glo Plus ATP luminescence, 45 min | Q57TT1 | Potency, µM (top dose mostly 76.8 µM), inactives show at the top dose activity, negative = inhibition, hits mostly inhibitors; further: potency means the concentration at half of the fitted maximal effect; nearly all actives have a fitted effect of over 50% in size
#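 Screened from lowest to highest concentration, compounds were pinned into TbPYK/substrate mixtures, and ADP (130 uM final) was added. Plates sat at room temperature for 45 min prior to Kinase-Glo Plus detection by luminescence.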
# AmpC inh detg: inhibitors of E. coli AmpC beta-lactamase with detergent | AmpC hydrolysis of nitrocefin, absorbance 480 nm, 0.01% Triton | Potency, µM (series often up to 114 µM), for inactives: top-dose activity change, negative = inhibition, most hits filed as inhibitors | P00811 | 0.041% of 370,000 active;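 further: potency means the concentration at half of the fitted maximal effect; 0% = no-compound wells and -100% = no-enzyme wells; nearly all actives have a fitted effect of over 25% in size; some results filed as inactive show a strong effect at the top dose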
#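 AmpC (5.3 nM in the dispensed reagent) in 20 mM phosphate pH 7.0 with 0.01% (detergent screen) or 0.0001% Triton X-100 was preincubated with compounds for 15 min at room temperature. Nitrocefin was then added from an 800 uM solution, and hydrolysis was followed at 480 nm.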
# HCMV antiviral: inhibitors of human cytomegalovirus; HFF cells, HCMV-luciferase reporter, 72 h; stronger effect = lower value; activity change, negative = inhibition, % at 57.5 µM; AID 1259415; 4.5% of 410,000 active; in the data active means activity change below about -60%; inconclusive means no clear call, values can overlap the other calls; inactive means above about -39%
#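 Inhibition of viral replication was scored as loss of reporter luminescence in HFFs infected with HCMV-luciferase (MOI 1 PFU/cell) for 72 h; compounds tested at 2 doses, normalized to buffer and Salinomycin controls.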
# * hit, by the source's call; ? = inconclusive; / = no result given; [ ] = remark or other dose. Unless noted, the call rests on the fitted dose curve; in most records, active means well fitted curve in the direction sought with a large enough effect; inconclusive means small, poorly fitted or top-dose-only effect, or another doubt; inactive means no such curve, though single readings can be large; an effect the other way counts as inactive or inconclusive. Unless noted, on the % scale 0 is the no-effect control and ±100 the full control effect.
SMILES,LmPK inh,AmpC inh no detg,HCV inhibitor,AMA1 RON2 block,TbPYK inhibitor,AmpC inh detg,HCMV antiviral
CCN(CC)S(=O)(=O)c1ccc(N2CCOCC2)c(NC(=S)NC(=O)c2ccco2)c1,1.3%,73.3%[activator],?,34.1%[activator],?,-5.6%,0.0
Cc1ccc(S(=O)(=O)Nc2cc3c(cc2Cl)n(C)c(=O)c(=O)n3C)cc1,/,/,/,/,-1.0%,3.1%,6.2
O=C(Nc1ccccc1N1CCCC1)c1cccnc1Cl,0.8%,-1.1%,-4.2%,-2.1%,1.9%,4.6%,18.6
COc1ccc(-n2nnnc2SC(C)C(=O)NC2CCCC2)cc1 (stereo not drawn),/,-7.4%,-20.6%,5.5%,-3.8%,-3.3%,-17.9
CCCNC(=S)N1CCN(C)CC1,-2.3%,-20.0%,5.0%,?,3.5%,?,48.2
Cc1ccc(S(=O)(=O)NC(C(=O)N2CCOCCOCCOCC2)c2ccccc2)cc1 (stereo not drawn),5.2%,-12.2%[11.4 µM],18.8%,8.3%,-2.3%,-1.2%,-1.4
COc1ccccc1-c1cc(C(F)(F)F)nc(N2CCN(c3ccccc3)CC2)n1,1.5%,-6.7%,7.5%,-3.9%,8.0%,2.6%,7.2
COCCNC(=S)Nc1ccccc1[N+](=O)[O-],0.1%,-13.4%,15.1%,17.7%,-15.2%,-0.2%,-19.7
COc1ccc(OC)c(S(=O)(=O)NC(=O)C2(C)CCN2C(=O)Cc2ccccc2Cl)c1 (stereo not drawn),/,/,/,15.5%,-0.9%,/,7.9
CCC(Sc1nc2cc(OC)c(OC)cc2c(=O)n1Cc1ccc(Cl)cc1)C(=O)NCCOC (stereo not drawn),/,/,/,/,-1.4%,10.0%,-8.2
COc1ccc(Cl)cc1N(CC(=O)N(C)C)S(=O)(=O)c1ccc(C)c([N+](=O)[O-])c1,2.1%,82.8%[activator],-23.4%,-1.0%,2.2%,-6.4%,-32.6
Cn1cc(C(=O)c2cccc(Cl)c2Cl)cc1C(=O)O,-7.5%,-22.4%,5.2%,7.2%,-10.3%,-0.6%,28.9
O=C(Nc1nccs1)c1cc2sccc2n1Cc1ccc(F)cc1,4.4%,22.4µM*,?,19.0%,-0.2%,-9.8%,-16.5
CC1C(=O)N2CCCc3cc(S(=O)(=O)NCc4ccc(Cl)cc4)cc1c32 (stereo not drawn),11.8%,-16.0%,-28.2%,-0.4%,-1.0%,2.2%,-36.2
Cc1cccc(NC(=O)N2CCC(C(=O)c3ccc(F)cc3)CC2)c1,1.4%,-34.8%,?,-5.0%,13.4%,-8.3%,-63.8*
CC(C)CC(=O)NC(=S)NCCc1ccccc1,2.9%,-27.9%,17.3%,50.9%[activator],1.5%,?,25.4
Clc1ccc(-c2ccc(CNCCSc3nnnn3-c3ccccc3)o2)cc1,/,/,/,/,2.3%,32.8%[activator],0.6
CCOC(=O)c1ccc(NC(=O)C(Cc2ccccc2)NS(=O)(=O)c2ccc(Br)s2)cc1 (stereo not drawn),/,/,/,/,2.9%,15.8%,1.3
CN(C)/N=C/C=C1\CCC/C(=C\c2ccc(F)c(F)c2)C1=O,1.4%,-8.7%[2.29 µM],?,?,2.1%,2.5%,?
Cn1c(=NC(=O)c2ccccc2[N+](=O)[O-])sc2cc(S(C)(=O)=O)ccc21,-0.4%,4.2%,?,5.3%,-1.6%,-2.0%,34.8
CN(CC(=O)Nc1ccc(Cl)c(C(F)(F)F)c1)C(=O)c1ccc(S(=O)(=O)N2CCOCC2)cc1,/,/,-7.9%,-2.9%,-3.5%,/,0.0
CCN(CC)CC(O)CNc1ccnc2c(Cl)ccc(Cl)c12 (stereo not drawn),/,/,?,-7.4%,-3.3%,/,-25.4
Cc1ccc(C(=O)NNC(=O)CCCCC(=O)NNC(=O)c2ccc(C)cc2)cc1,-1.3%,-18.2%,5.0%,21.9%,0.3%,2.5%,4.1
CC(=O)OC12COC1CC(O)C1(C)C(=O)C(O)C3=C(C)C(O)CC(O)(C(OC(=O)c4ccccc4)C21)C3(C)C (stereo not drawn),/,/,?,14.3%,-1.9%,/,-37.1
Cc1ccc(Nc2cc(=O)oc3ccccc23)c(C)c1,5.5%,-29.7%,8.7%,-5.2%,/,-0.6%,-31.9

# Reprinted from above for reference:
SMILES,LmPK inh,AmpC inh no detg,HCV inhibitor,AMA1 RON2 block,TbPYK inhibitor,AmpC inh detg,HCMV antiviral
CCN(CC)S(=O)(=O)c1ccc(N2CCOCC2)c(NC(=S)NC(=O)c2ccco2)c1,1.3%,73.3%[activator],?,34.1%[activator],?,-5.6%,0.0
Cc1ccc(S(=O)(=O)Nc2cc3c(cc2Cl)n(C)c(=O)c(=O)n3C)cc1,/,/,/,/,-1.0%,3.1%,6.2

# 5 records drawn at random from the list so far, as already listed:
SMILES,LmPK inh,AmpC inh no detg,HCV inhibitor,AMA1 RON2 block,TbPYK inhibitor,AmpC inh detg,HCMV antiviral
CCOC(=O)c1ccc(NC(=O)C(Cc2ccccc2)NS(=O)(=O)c2ccc(Br)s2)cc1 (stereo not drawn),/,/,/,/,2.9%,15.8%,1.3
COc1ccccc1-c1cc(C(F)(F)F)nc(N2CCN(c3ccccc3)CC2)n1,1.5%,-6.7%,7.5%,-3.9%,8.0%,2.6%,7.2
O=C(Nc1ccccc1N1CCCC1)c1cccnc1Cl,0.8%,-1.1%,-4.2%,-2.1%,1.9%,4.6%,18.6
CCN(CC)S(=O)(=O)c1ccc(N2CCOCC2)c(NC(=S)NC(=O)c2ccco2)c1,1.3%,73.3%[activator],?,34.1%[activator],?,-5.6%,0.0
Cn1cc(C(=O)c2cccc(Cl)c2Cl)cc1C(=O)O,-7.5%,-22.4%,5.2%,7.2%,-10.3%,-0.6%,28.9

# (list continues)
SMILES,LmPK inh,AmpC inh no detg,HCV inhibitor,AMA1 RON2 block,TbPYK inhibitor,AmpC inh detg,HCMV antiviral
O=C(OCc1c(-c2ccccc2)ncc2ccccc12)c1ccc(Br)cc1,/,-28.4%,-1.9%,-2.8%,-4.8%,2.2%,-8.3
Cn1nc([N+](=O)[O-])nc1Sc1nnnn1-c1ccc(C(=O)O)cc1,2.5%,-15.2%,2.7%,0.0%,-23.9%,0.1%,-4.7
CCOc1c(OC(C)=O)ccc(/C=C/c2ccc3cccc(OC)c3n2)c1[N+](=O)[O-],0.6%,130.7%[activator],10µM*,-29.5%,-10.9%,?,12.0
CCc1nnc(NC(=O)CC23CC4CC(CC(C4)C2)C3)s1,0.4%,-18.5%,6.3%,5.8%,4.1%,-11.8%,19.2
CCOc1ccc(NC(=O)COc2ccc(C(=O)NC(C)c3ccc(S(N)(=O)=O)cc3)cc2OC)cc1 (stereo not drawn),/,-20.1%,-8.9%,28.1%,-3.9%,-9.6%,-16.0
Cc1ccc(/C=N/N2CCN(Cc3ccc(Cl)cc3)CC2)o1,-3.6%,46.3%,-4.0%,-11.2%,-12.2%,9.1%,-6.6
N#Cc1ccc(NC(=O)Nc2ccc(Cl)cc2)cc1,1.2%,?,?,6.9%,-1.9%,-1.9%,-100.6*
O=C(CCc1ccccc1)Nc1ccc(Cl)cn1,-0.4%,-8.9%,?,-17.2%,3.5%,-1.8%,-30.0
CC1CCCCC1NC(=O)c1nn(C)c2c1CS(=O)(=O)c1ccccc1-2 (stereo not drawn),6.0%,-4.1%,-6.2%,-0.6%,2.2%,?,-33.2
CC(/C=C1\SC(=S)N(c2ccc(C(=O)O)cc2)C1=O)=C\c1ccccc1,0.6%,-20.2%,23.0%,-1.8%,-22.6%,5.5%,-23.4
COc1cccc(NC(=O)CN(C)C(=O)Cn2[nH]c(=O)c3ccccc3c2=O)c1,/,-6.6%,?,4.4%,-7.8%,-7.7%,11.3
Cc1ccc(NC(=O)COC(=O)C2COc3ccccc3O2)cc1S(=O)(=O)N1CCOCC1 (stereo not drawn),-0.4%,-16.7%,8.6%,23.0%,-5.3%,-1.8%,41.1
Cc1ccc(N2CC(C(=O)Nc3ccc(Cl)cc3Cl)CC2=O)cc1 (stereo not drawn),/,/,/,/,-3.6%,14.7%,?
CC(=O)N1CCN(c2ccc(Nc3ncnc4c3oc3ccccc34)cc2)CC1,-13.3%,103.7%[activator],?,-20.5%,-11.2%,-9.5%,?
O=C(Nc1cccc(-n2cnnn2)c1)c1ccc(Cl)cc1Cl,-4.0%,-29.6%,-24.5%,1.8%,-14.3%,-1.5%,0.0
Cc1cccc(NC(=O)c2ccc(OCc3c(C)noc3C)cc2)n1,/,6.2%,?,24.4%,0.0%,?,0.0
N#Cc1ccc(-c2nc3ccc(Cl)cn3c2Cc2cccc(Cl)c2)cc1,/,/,/,0.1%,-9.0%,/,-21.0
Cc1cc([N+](=O)[O-])ccc1NC(=O)c1cccc(NC(=O)C(C)C)c1,-1.7%,-7.1%,11.2µM*,0.0%,0.0%,-9.8%,-10.1
CSCC[C@H](NC(=O)c1cccs1)C(=O)N1CCC2(CC1)NCCc1[nH]cnc12,3.8%,-7.5%,9.6%,-8.8%,1.9%,-4.8%,-8.2
CCCCCC/C(C=O)=C\c1ccccc1,/,-6.8%,12.6%,15.2%,0.2%,-4.4%,?
CCN1CC=C(c2c[nH]c3ccccc23)CC1,-3.2%,-33.3%,10µM*,11.5%,0.8%,?,-7.2
CC(=O)NN1C(=O)c2ccccc2NC1c1ccccn1 (stereo not drawn),0.6%,-10.8%,17.9%,41.2%[activator],-2.7%,-11.5%,9.1
NNC(=O)COc1ccc(F)cc1,3.7%,-21.6%,37.5%[activator],57.3%[activator],-15.7%,-9.6%,8.7
O=CNC(Cc1ccccc1)C(=O)O (stereo not drawn),8.5%,-18.4%,21.6%,-13.5%,5.3%,?,16.5
COc1ccc(/C=C2\SC(=S)N(CCC(=O)N3CCCCC3)C2=O)cc1,-6.5%,-14.8%,5.0%,-1.7%,-3.8%,5.1%,-19.8
NS(=O)(=O)c1ccc(N=Cc2c(O)n(C3CCCCC3)c(=O)n(C3CCCCC3)c2=O)cc1,-0.5%,?,?,-4.7%,3.7%,?,-29.3
CC(C)(C)C(=O)O[C@H]1CC[C@@]2(C)C(=CC(=O)C3C2CC[C@]2(C)C(=O)[C@H](O)CC32)C1 (stereo partly drawn),/,101.7%[activator],0.7%,-5.3%,15.6%,/,-6.3
